Assay outcomes: PubChem BioAssay, SRMLSC
Ecoli WT growth – growth inhibitors of wild type E. coli, primary screen, strain BW25113 wild type, absorbance readout; E. coli BW25113 growth inhibition, OD600; inhibition, % at 10 µM; 20,000 tested, 0.05% active; in the data active = inhibition above about 40%;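 note: bacteria exposed to compound for 20 hours at 37 °C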
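Material: bacterial strain in a whole-cell growth screen; Amount: inoculum from a 1:1000 dilution of a 1.5 h subculture; Buffer or medium: LB plus kanamycin 50 µg/mL; Dosing: one dose, 10 µM final; Times: compound exposure of 20 h at 37 °C; Measured by: absorbance at 615 nm as a measure of bacterial growth.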
Numbers without * were called inactive. The list is partial, so the mix of outcomes need not match the whole.

SMILES	Ecoli WT growth
O=C(Nc1ccccc1)NC1CS(=O)(=O)CC1O (configuration not stated)	2
O=C(Cn1nc(Cc2ccncc2)c2ccccc2c1=O)N1CCc2ccccc2C1	10
CC(=NCC1CCNCC1)C1=C(O)CC(C)(C)CC1=O	0
O=C(Cn1ncc2ccccc21)N1CCN(c2cccc(C(F)(F)F)c2)CC1	5
O=C1OC(c2ccc(O)cc2)(c2ccc(O)cc2)c2ccccc21	1
CCSc1nnc(NC(=O)CSc2ncccn2)s1	4
COC(=O)C(O)(CC(=O)Nc1ccc(OC(F)(F)F)cc1)C(F)(F)F (configuration not stated)	-27
CC(NC(=O)C1CCC1)c1ccccc1 (configuration not stated)	7
O=C(NCc1ccco1)C(c1ccco1)N(C(=O)Cn1nnc2ccccc21)c1ccc2c(c1)CCC2 (configuration not stated)	13
CC(C(=O)N1CCOCC1)N1c2cccc3cccc(c23)S1(=O)=O (configuration not stated)	-7
O=C(CCSc1nc(-c2ccco2)cc(C(F)(F)F)n1)Nc1ccc2c(c1)OCO2	-5
c1ccc(-c2ccc(OCCCn3cncn3)cc2)cc1	1
CCc1ccc(NC(=O)CS(=O)CC(=O)NCC2OCCc3ccccc32)cc1 (configuration not stated)	7
COc1cc(OC)cc(-c2nnc(SCC(=O)N3c4ccccc4Sc4ccccc43)o2)c1	-21
CC1(C(=O)CSc2nc3ccccc3s2)CCC(=O)O1 (configuration not stated)	-4
COc1ccc2cc(C(c3nnnn3C(C)(C)C)N3CCc4ccccc4C3)c(=O)[nH]c2c1 (configuration not stated)	-3
COc1ccc(-c2[nH]c(-c3cccc(OC)c3)nc2SCC(=O)NCc2ccco2)cc1	-2
Cc1occc1C(=O)Nc1cccnc1	-2
Cc1ccc(S(=O)(=O)N(C)Cc2nc(-c3ccccn3)no2)cc1	3
Clc1ccc(SCCCCn2cncn2)cc1	9
CN(C)c1ccc(NC(=O)CSCc2nc3c(nnn3Cc3ccc(F)cc3)c(=O)[nH]2)cc1	0
Cc1cc(C)c(C(=O)OCCNC(=O)c2cccnc2)cc1C	8
Clc1ccc2c(c1)[C@H]1OCC[C@H]1[C@@H](c1ccco1)N2	2
O=C(Nc1cccc(C(F)(F)F)c1)C1C2CC3OC(=O)C1C3C2 (configuration not stated)	-18
COc1ccccc1N1CCN(C(=O)c2cc(C3CC3)on2)CC1	5
Cc1ccccc1-c1nc(CN2CCC(C(=O)NCCCN3CCOCC3)CC2)c(C)o1	-2
CCC12CN3CC(CC)(CN(C1)C3c1ccc(OC(C)C)cc1)C2=O (configuration not stated)	0
Cc1ccc(C2CC(c3ccc(C)cc3)n3nc(N)nc3N2)cc1 (configuration not stated)	5
COc1ccccc1NC(=O)CSc1nccc(=O)[nH]1	-14
O=C(O)CCc1ccc(-c2ccccc2)n1NC(=O)c1ccco1	-19
Cc1cc(C)n(-c2nc3c(c(=O)[nH]c(=O)n3C)n2Cc2ccc(F)cc2)n1	-1
CN(C)S(=O)(=O)c1ccc(C(=O)Nc2cccc(C(=O)O)c2)cc1	7
CCOCCCn1c(=NC(=O)c2cccnc2)c(C(=O)OCC)cc2c(=O)n3ccccc3nc21	-16
COc1ccc(C(=O)CSc2nc3nc(C)cc(C)c3c(=O)[nH]2)cc1OC	-8
CCN(CC)CC#CCOC(=O)C(O)(c1ccccc1)C1CCCCC1 (configuration not stated)	4
Cn1cnnc1SCC(=O)Nc1ccccc1Sc1ccccc1	0
O=C(NCc1ccco1)c1cc(-c2ccccc2)on1	-12
O=C(Nc1ccc(Br)cc1Cl)Nn1cnnc1	-19
CC1CC(C)CN(c2nc3c(c(=O)n(C)c(=O)n3C)n2C)C1 (configuration not stated)	-14
O=S(=O)(c1ccccc1)N1CCN(Cc2cccc(Cl)c2)CC1	-13
O=C(Nc1ccccc1C(=O)N1CCN(c2ccccc2)CC1)c1ccco1	8
O=C(CN(c1ccc2c(c1)OCCO2)S(=O)(=O)c1ccccc1)Nc1ccc2c(c1)OCO2	-22
C=C(C)Cn1c(SCC)nc2ccccc2c1=O	-1
CC(C)CCNC(=O)C1CCCN(S(=O)(=O)c2ccc(F)cc2)C1 (configuration not stated)	-1
COc1ccc(Cl)cc1S(=O)(=O)N1CCN(c2ccc(F)cc2)CC1	3
O=C1CC(=O)N(Cc2ccco2)C(=O)N1	-18
COc1ccccc1/C=c1\sc2nc(-c3cccs3)nn2c1=O	3
c1ccc(-c2nc(NCCCN3CCOCC3)c3ccccc3n2)cc1	-24
COc1ccc(S(=O)(=O)N2CCCCC2)cc1C(C)C	2
COc1cc(NS(C)(=O)=O)c(OC)cc1NC(=O)c1ccccc1	-14

Filtered by structure: the compounds so far with a COOH group.
SMILES	Ecoli WT growth
O=C(O)CCc1ccc(-c2ccccc2)n1NC(=O)c1ccco1	-19
CN(C)S(=O)(=O)c1ccc(C(=O)Nc2cccc(C(=O)O)c2)cc1	7

(further entries)
SMILES	Ecoli WT growth
COc1ccc(N(CC(=O)NCCSC(C)(C)C)S(C)(=O)=O)c(OC)c1	17
COC(=O)CC1C(=O)NCCN1C(=O)c1ccccc1 (configuration not stated)	-23
COc1ccc(N2CCN(Cc3nc4ccccc4c(=O)[nH]3)CC2)cc1	-5
O=C(Nc1ccon1)c1sc2cc(F)ccc2c1Cl	2
CCOC(=O)N1CCN(C(=O)COc2ccc(Br)cc2Cl)CC1	0
O=C(c1ccccc1F)N1CCN(Cc2cccc(Cl)c2)CC1	16
CC(C)CNC(=O)c1ccccc1NC(=O)c1ccc(CN2CCOCC2)cc1	-3
O=C(Nc1ccccc1)c1ccc(NCC2CCCO2)c(S(=O)(=O)N2CCOCC2)c1 (configuration not stated)	-2
O=C(CCCC(=O)OCC(=O)NC1CCCC1)Nc1ccccn1	0
CCOc1ccc(C(=O)N2CCN(c3ccccc3)CC2)cc1OCC	15

Filtered by structure: the entries above containing a halogen.
SMILES	Ecoli WT growth
O=C(Cn1ncc2ccccc21)N1CCN(c2cccc(C(F)(F)F)c2)CC1	5
COC(=O)C(O)(CC(=O)Nc1ccc(OC(F)(F)F)cc1)C(F)(F)F (configuration not stated)	-27
O=C(CCSc1nc(-c2ccco2)cc(C(F)(F)F)n1)Nc1ccc2c(c1)OCO2	-5
Clc1ccc(SCCCCn2cncn2)cc1	9
CN(C)c1ccc(NC(=O)CSCc2nc3c(nnn3Cc3ccc(F)cc3)c(=O)[nH]2)cc1	0
Clc1ccc2c(c1)[C@H]1OCC[C@H]1[C@@H](c1ccco1)N2	2
O=C(Nc1cccc(C(F)(F)F)c1)C1C2CC3OC(=O)C1C3C2 (configuration not stated)	-18
Cc1cc(C)n(-c2nc3c(c(=O)[nH]c(=O)n3C)n2Cc2ccc(F)cc2)n1	-1
O=C(Nc1ccc(Br)cc1Cl)Nn1cnnc1	-19
O=S(=O)(c1ccccc1)N1CCN(Cc2cccc(Cl)c2)CC1	-13
CC(C)CCNC(=O)C1CCCN(S(=O)(=O)c2ccc(F)cc2)C1 (configuration not stated)	-1
COc1ccc(Cl)cc1S(=O)(=O)N1CCN(c2ccc(F)cc2)CC1	3
O=C(Nc1ccon1)c1sc2cc(F)ccc2c1Cl	2
CCOC(=O)N1CCN(C(=O)COc2ccc(Br)cc2Cl)CC1	0
O=C(c1ccccc1F)N1CCN(Cc2cccc(Cl)c2)CC1	16

(listing goes on)
SMILES	Ecoli WT growth
Cc1onc(-c2ccccc2Cl)c1C(=O)NCc1ccc(N2CCCC2=O)cc1	-10
COC(=O)Cn1c(C)nc2c(sc3nc(C)cc(C)c32)c1=O	-1
O=C(CSc1ncn[nH]1)c1ccco1	10
CCN(CCCNC(=O)CC1Oc2ccc(C)cc2NC1=O)Cc1ccccc1 (configuration not stated)	11
O=C(NCCO)c1cccc2c1C(=O)c1ccccc1-2	15
C=C(C)c1cccc(C(C)(C)NC(=O)N2CCN(CC(N)=O)CC2)c1	-19
CCN1C2=NCCCN2c2ccccc21	-19
CCOc1ccc(N2CC(C(=O)NCCc3ccc(OC)c(OC)c3)CC2=O)cc1 (configuration not stated)	9
CCOCc1cc(C2NC(=O)NC(C)=C2C(=O)OCC)ccc1OC (configuration not stated)	6
O=c1[nH]c(/C(=N\O)c2ccccc2)no1	-6
CCCn1c(NCc2ccco2)nc2ccccc21	-10
COc1ccc(C(=O)CSc2nnc(C(CO)NC(=O)c3ccc(OC)cc3)n2C)cc1 (configuration not stated)	-17
COc1ccc(-c2ccc(CCC(=O)O)n2NC(=O)c2cccs2)cc1	-2
COC(=O)c1cn(CC(=O)NCc2cccs2)c2ccccc12	-9
Cn1c(=O)c2c(ncn2CC(=O)Nc2nnc(Cc3ccccc3)s2)n(C)c1=O	-20
O=C(COC(=O)c1cncc(Br)c1)NCCC1=CCCCC1	-3
Cc1ccc(S(=O)(=O)C(C#N)c2nc3ccccc3nc2OC(C)C)cc1 (configuration not stated)	-1
COc1ccccc1NC(=O)N(Cc1ccccc1)c1ccccn1	6
NC1=NC(c2ccc(Br)cc2)n2c(nc3ccccc32)N1 (configuration not stated)	10
COc1ccc(CCN2C(=O)CC(Nc3ccc(N4CCOCC4)cc3)C2=O)cc1OC (configuration not stated)	-21
COc1ccccc1NC(=O)Cc1noc(CSc2cc(C)c3ccccc3n2)n1	-4
COc1ccc(C)cc1S(=O)(=O)N(CC(=O)O)c1ccc(F)cc1	-14
O=C1CCCc2nc(N3CCCCC3)sc21	3
Cc1cc(O)c(-c2cc(C(=O)Nc3ccc(S(=O)(=O)N4CCOCC4)cc3)[nH]n2)cc1C	-2
Cc1sc2nc(-c3ccco3)oc(=O)c2c1C	-12
O=C(/C=C/Nc1ccc(F)cc1)c1ccco1	-10
COC(=O)c1ccc(NC(=O)CN(C2CCCCC2)S(C)(=O)=O)cc1	0
N#CC1=C(N)N(c2ccccc2)C(c2ccco2)C1(C#N)C#N (configuration not stated)	-5
COc1ccccc1OCCSc1nnc(C)n1-c1ccccc1	1
C=CCSc1nnc(NC(=O)CSc2ccccn2)s1	-24
COc1ccc(C(=O)NCCn2ccc3ccccc32)cc1	0
COc1cccc(C(=O)Nc2nc(-c3ccc(S(=O)(=O)N4CCOCC4)cc3)cs2)c1	-18
O=C(COc1ccccc1)c1cn(CC(=O)N2CCOCC2)c2ccccc12	0
CCCOc1ccc(NC2=CC(=O)CC(C)(C)C2)cc1	-6
CCC(C)C(=O)Nc1cc(OC)c(OC)cc1C(=O)O (configuration not stated)	2
CCOC(=O)N1CCC2(CC1)CC(=O)c1c(ccc3oc(C(=O)O)c(C)c13)O2	-4
COc1ccc(CNc2nc3nc(-c4ccccc4)cc(=O)n3[nH]2)cc1OC	-26
O=C(c1cccc(S(=O)(=O)NCCOc2ccccc2)c1)N1CCN(c2ncccn2)CC1	6
NC(=O)Cn1c(S(=O)(=O)Cc2ccccc2)nc2ccccc21	-15
O=C1CC(N2CCC(C(=O)N3CCCCC3)CC2)C(=O)N1 (configuration not stated)	0
COc1ccc(NC(=O)CN(c2ccc(C)cc2)S(C)(=O)=O)c(OC)c1	6
COc1cccc(-c2nc(=S)c3c(n2Cc2ccco2)CCCC3)c1	-12
O=C(NCCN1CCOCC1)NC1(C(F)(F)F)Oc2ccc(Cl)cc2O1 (configuration not stated)	-1
CN(c1cccc(NC(=O)Nc2cccc(Cl)c2)c1)S(C)(=O)=O	10
CCCn1c(C(O)c2cc(OC)ccc2OC)nc2ccccc21 (configuration not stated)	-25
O=C(Nc1ccccc1C(=O)N1CCCCCC1)c1cccc(S(=O)(=O)N2CCOCC2)c1	6
CCOC(=O)c1ccccc1NC(=O)c1c(F)c(F)c(F)c(F)c1F	3
O=C(CC1Oc2ccc(Cl)cc2NC1=O)NC1CCCCCC1 (configuration not stated)	4
CCOC(=O)c1oc2cccc(OC(C)=O)c2c1C	-2
CSc1nc(C)cc(OCC(=O)N2CCOCC2)n1	10
Following part.
SMILES	Ecoli WT growth
Cc1c(C(=O)NCCCN2CCCC2=O)oc2ccccc12	-23
CCCCOCCCNC(=O)c1ccc(NC(C)=O)cc1	6
CCOC(=O)c1cc2nc(Nc3ccc(OC)cc3)sc2s1	-17
C=CCNC(=O)CN(c1ccc(F)c(Cl)c1)S(C)(=O)=O	-9
CCOC(=O)CC(=O)c1cc(OC)c(OC)c(OC)c1	9
O=C(CSc1nnc(Cn2c(=O)sc3ccccc32)n1-c1ccccc1)Nc1nccs1	15
CC1CCCC(N2CCN(C(=O)c3ccc(F)cc3)CC2)C1 (configuration not stated)	8
CCC(C(=O)O)n1c(C(F)(F)F)nc2ccccc21 (configuration not stated)	18
Cc1ccc(C)c(NC(=O)c2ccc3c(c2)N(Cc2ccc(F)cc2)C(=O)CS3=O)c1 (configuration not stated)	10
COC(=O)c1sc(NC(=O)c2csc3c2CCCC3)nc1C	-29

A second format for part of the listing above:
CCCCOCCCNC(=O)c1ccc(NC(C)=O)cc1
- Ecoli WT growth: 6
CCOC(=O)c1cc2nc(Nc3ccc(OC)cc3)sc2s1
- Ecoli WT growth: -17

Next part:
SMILES	Ecoli WT growth
COc1ccc(-c2nnnn2-c2ccccc2OC)cc1	3
COc1ccc(C2C3=C(CCCC3=O)Nc3nc4ccccc4n32)cc1OC (configuration not stated)	-14
Cn1c(-c2ccc(C(C)(C)C)cc2)n[nH]c1=S	8
N#Cc1nc(-c2ccccc2Cl)oc1N1CCOCC1	4
O=C(CSc1nccn1-c1cccc(Cl)c1)NC1CCCC1	-1
Fc1ccc(-c2nnc3ccc(N4CCCC4)nn23)cc1	12
CCN1CCN(C(=O)c2ccc3c(=O)n(C4CCCC4)c(=S)[nH]c3c2)CC1	10
Cc1n[nH]c(C)c1N1C(=O)c2cccc3cc(Br)cc(c23)C1=O	-2
CCc1nnc(NC(=O)c2ccc(S(=O)(=O)NC3CCCCC3)cc2)s1	-4
CC1CCN(C(=O)CSc2nnc(Cc3cc(=O)[nH]c(=O)[nH]3)n2-c2ccc(Cl)cc2)CC1	4
O=C(CN1C(=O)c2ccccc2S1(=O)=O)Nc1ccccc1C(=O)NCc1ccco1	-9
